# S3 lipid droplet – qHTS Assay for Lipid Storage Modulators in Drosophila S3 Cells; Drosophila S3 cells, BODIPY lipid droplet fluorescence, 18-24 h; cells fed with added oleic acid; Potency in µM for hits, for the others lipid storage change, negative = inhibition, % at the top dose, mostly 46.1 µM; actives 0.64% (n = 320,000); AID 2685; active = well fitted inhibition curve with a large enough effect in the signal ratio, with a control signal flat, not every such curve was filed as active; inconclusive = small, poorly fitted or top-dose-only effect, or effect the other way, or a change in a side signal; the % refers to the signal ratio
#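 Drosophila S3 cells got compounds at several concentrations plus oleic acid (400 uM solution). Laser-scanning cytometry with 488 nm excitation read lipid droplets at 500-530 nm and cells at 575-640 nm. Percent activity was relative to 20 uM Triacsin C.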
# S3 lipid droplet cell count max – recorded beside S3 lipid droplet, whose call it bears; cell number change, %; measured here: cell count max response;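 cells counted by Cell Tracker Red CMTPX staining in the red channel; peak over a dose series mostly up to 46.1 µM; percent activity relative to internal control wells on each plate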
# * hit, by the source's call; i = inactive; ? = inconclusive; nt = not tested or not shown. % is scaled to controls: 0 for no effect and ±100 for the full control effect; potency is read from the fitted curve at half-maximal effect.
# Screens in order – S3 lipid droplet cell count max, S3 lipid droplet
O=[N+]([O-])c1ccc(NCCCN2CCOCC2)nc1
  -13, i
CCCC(C)C1(CC)C(=O)NC(=Nc2ccc(OC)cc2)NC1=O (stereo unspecified)
  nt, ?
Cc1ccc2c(c1)C1CN(C)CCC1N2C(=O)c1ccco1 (stereo unspecified)
  2, 5%
c1nc2nc3c(c(N4CCNCC4)n2n1)CCCC3
  10, -4%
Cc1nc2ccccc2c(=O)n1-c1ccc(Cl)c(Cl)c1
  9, 6%
CN(C)C(=O)Oc1cc(OC(=O)N(C)C)cc(C(O)CNC(C)(C)C)c1 (stereo unspecified)
  -26, ?
CCN1CCN(c2ccc([N+](=O)[O-])cc2C(=O)OC)CC1
  1, -2%
CN1C(=O)N(C)C(=O)C2(Cc3cc(NC(=O)c4ccccc4Cl)ccc3N3CCCC32)C1=O (stereo unspecified)
  nt, ?
CN(C)C(=O)NC(O)C(Cl)(Cl)Cl (stereo unspecified)
  nt, ?
COc1ccc(C(=O)C2CN(C)CC2C(=O)c2ccc(OC)cc2)cc1 (stereo unspecified)
  nt, ?
CCCC[N+]1(C)C2CC(OC(=O)C(CO)c3ccccc3)CC1C1OC12 (stereo unspecified)
  8, 1%
CC(C)(C)c1o[nH]c(=O)c1CC(N)C(=O)O (stereo unspecified)
  -7, -27%
CCCCCC[N+](=O)[O-]
  nt, ?
COc1ccc(CN2CCCC(C(=O)c3ccccc3SC)C2)cc1O (stereo unspecified)
  0, 14%
COC(=O)C1=C(c2ccc(-c3ccccc3)c(F)c2)C[C@@H]2CC[C@H]1N2C(=O)NCc1ccc(F)cc1
  nt, ?
Cc1ccc2c(c1)C1CN(C)CCC1N2C(=O)c1cccnc1Cl (stereo unspecified)
  -5, 7%
N#Cc1ccc(NC(=O)CN2C(=O)NC3(CCCCCCC3)C2=O)cc1Cl
  nt, ?
O=C(O)C(Cc1cnc[nH]1)NS(=O)(=O)c1ccc(Br)cc1 (stereo unspecified)
  nt, ?
CC1CC2(O)c3nonc3CCC2N1O (stereo unspecified)
  -1, -7%
COc1ccc(-n2c(=O)[nH]c3ccccc3c2=O)c(OC)c1
  nt, i

# Screens in order – S3 lipid droplet cell count max, S3 lipid droplet
CC1CN=C(NCc2ccccc2)S1 (stereo unspecified)
  12, i
C#CCN(C)C(C)Cc1ccccc1 (stereo unspecified)
  9, -1%
CC(C)N1C(=O)CC2(CC[N+](C)(CCOC(=O)C(O)(c3ccccc3)c3ccccc3)CC2)C1=O (stereo unspecified)
  nt, ?
CCCCn1c(O)c(C(C)=NCc2ccc(F)cc2)c(=O)[nH]c1=O
  5, -4%
O=C1NC(=O)N(c2ccc3c(c2)OCO3)C(=O)/C1=C/c1ccc(N2CCCCC2)o1
  nt, ?
CCN1CCN(Cc2ccccc2C)CC1
  nt, ?
CCC(=NCc1cccnc1)c1c(O)n(-c2ccc(Cl)cc2)c(=O)[nH]c1=O
  5, 2%
CCN1C[C@]2(C)CC[C@H](OC)[C@]34C2[C@H](OC(C)=O)[C@@]2(OCO[C@@]25C[C@H](OC)[C@H]2C[C@]3(O)C5[C@H]2OC)[C@@H]14
  nt, ?
O=C1CC(=O)N(c2ccccc2)C(=O)N1c1ccccc1
  7, 10%
COc1ccc2[nH]cc(CCN(C)C)c2c1
  nt, i
CC(C)OC(=O)C1C(=O)NC2(C)CC1c1ccccc1O2 (stereo unspecified)
  nt, i
COCCNC(=O)N1[C@H]2CC[C@@H]1C(C(=O)OC)=C(c1ccc(OC)c(OC)c1)C2
  nt, ?
COC(=O)C1=C(c2ccc(C(C)=O)cc2)C[C@@H]2CC[C@H]1N2C(=O)NCC1CC1
  nt, ?
CCOC(=O)c1ccc(N=C(C)c2c(O)[nH]c(=O)[nH]c2=O)cc1
  9, 1%
O=c1c2ccccc2nc(-c2ccco2)n1-c1ccncc1
  nt, ?
COc1ccc(CN2C(=O)NC(=O)/C(=C/c3ccc([N+](=O)[O-])o3)C2=O)cc1
  30, -24%
CCOc1ccc(-c2cc(C)[n+](CCN(CC)CC)c(-c3ccc(OCC)cc3)c2)cc1
  nt, ?
C[C@]12CCC3C(CC[C@H]4C[C@H](N)CC[C@]34C)C1CC[C@H]2O (stereo partly specified)
  -19, -13%
CC(C)(C)P(=O)(NCc1ccccc1)c1ccccc1 (stereo unspecified)
  22, 2%
COC(=O)C1=CO[C@@H](C)[C@@H]2CN3CC[C@]4(C(=O)Nc5ccccc54)[C@@H]3C[C@H]12
  -15, 0%

# Screens in order – S3 lipid droplet cell count max, S3 lipid droplet
COc1cc(/C=C/[N+](=O)[O-])ccc1O
  nt, ?
O=C(C1CC(=O)N(C2CCCC2)C1)N1CCC2(CC1)OCCO2 (stereo unspecified)
  4, 15%
Cc1nc2cc(C(F)(F)F)ccc2n1C1CCN(Cc2nnnn2CCc2ccccc2)CC1
  nt, ?
Cc1cc(C=C2C(=O)NC(=S)NC2=O)c(C)n1-c1ccc2c(c1)OCO2
  nt, ?
CCCCC(=O)N/N=C/c1c(O)n(-c2cccc3ccccc23)c(=O)[nH]c1=O
  -2, -4%
CC(=O)c1cn(CC(=O)NCCc2c[nH]c3ccccc23)c2ccccc12
  -10, 19%
CC(Cc1ccccc1)NC(=O)c1ccc(N)cc1 (stereo unspecified)
  -12, 0%
N#CC(C#N)=NNc1ccc([N+](=O)[O-])cc1
  nt, ?
Cc1ccc(Cn2nc(C)c(C=O)c2Cl)cc1
  nt, ?
O=C(Nc1ccc(Br)cc1)N1C[C@H]2C[C@@H](C1)c1cccc(=O)n1C2
  9, 4%
CN(Cc1ccccc1)C(=O)CN1CCCC1=O
  -6, 0%
Cn1c(O)c(Cc2cccc(Cl)c2Cl)c(=O)n(C)c1=O
  nt, ?
CCCCn1c(=O)c(C(=O)Nc2ccccc2F)c(O)c2ccccc21
  2, 22%
O=C(Nc1ccccc1OC(=O)N1CCOCC1)N1CCOCC1
  nt, ?
COC(=O)c1cc(COc2cc(C)cc3oc(=O)c4c(c23)CCC4)c(C)o1
  nt, ?
Cc1cc(C)c(S(=O)(=O)NCC2CCC(C(=O)N3CCC4(CC3)OCCO4)CC2)c(C)c1 (stereo unspecified)
  nt, i
Cc1cccc(-n2c(-c3ccc([N+](=O)[O-])cc3)nc3ccccc3c2=O)c1
  0, 11%
CC(C(=O)Nc1ccc(Br)cc1C(=O)c1ccccc1)N1CCCCC1 (stereo unspecified)
  -16, -5%
Cc1ccc(/C=C2/C(=O)NC(=O)N(CC3CCCO3)C2=O)s1 (stereo unspecified)
  -13, 12%
O=C(Cc1ccccc1)Oc1ccc(N2C(=O)C3CCCCC3C2=O)cc1 (stereo unspecified)
  -18, -14%

# Filtered by structure, those above with a Cl atom
# Screens in order – S3 lipid droplet cell count max, S3 lipid droplet
Cc1nc2ccccc2c(=O)n1-c1ccc(Cl)c(Cl)c1
  9, 6%
CN1C(=O)N(C)C(=O)C2(Cc3cc(NC(=O)c4ccccc4Cl)ccc3N3CCCC32)C1=O (stereo unspecified)
  nt, ?
CN(C)C(=O)NC(O)C(Cl)(Cl)Cl (stereo unspecified)
  nt, ?
Cc1ccc2c(c1)C1CN(C)CCC1N2C(=O)c1cccnc1Cl (stereo unspecified)
  -5, 7%
N#Cc1ccc(NC(=O)CN2C(=O)NC3(CCCCCCC3)C2=O)cc1Cl
  nt, ?
CCC(=NCc1cccnc1)c1c(O)n(-c2ccc(Cl)cc2)c(=O)[nH]c1=O
  5, 2%
Cc1ccc(Cn2nc(C)c(C=O)c2Cl)cc1
  nt, ?
Cn1c(O)c(Cc2cccc(Cl)c2Cl)c(=O)n(C)c1=O
  nt, ?

# The list goes on:
# Screens in order – S3 lipid droplet cell count max, S3 lipid droplet
CCCCCn1c(=O)c(C(=O)NC(C)c2ccccc2)c(O)c2ccccc21 (stereo unspecified)
  nt, ?
Cn1c(O)c(C(=N)COc2cccc(Cl)c2)c(=O)n(C)c1=O
  nt, ?
CCN(CC)C(=O)Oc1ccc(NC(=O)N2CCOCC2)cc1
  0, 19%
CC(C)Cn1cc(C(=O)N2CCC3(CC2)OCCO3)c2c3ccccc3n(C)c2c1=O
  -26, 1%
CCOC(=O)Cn1c(=O)oc2cc(S(=O)(=O)NC(C)c3ccccc3)ccc21 (stereo unspecified)
  nt, ?
Cc1cccc(CCNCc2cc3ccc(C)cc3[nH]c2=O)c1
  nt, ?
Cc1ccc(-n2c(O)c(C=Nc3ccc(S(N)(=O)=O)cc3)c(=O)[nH]c2=O)cc1
  nt, ?
Cc1c(CC(=O)N2C[C@H]3C[C@@H](C2)c2cccc(=O)n2C3)c(=O)oc2c(C)c(O)ccc12
  11, 10%
C=CCn1c(O)c(C(CC)=Nc2cccc(C(=O)O)c2)c(=O)[nH]c1=O
  nt, ?
CN(C)C(Cc1ccccc1)C(=O)c1ccc(-c2ccccc2)cc1 (stereo unspecified)
  nt, ?
CC(=NCC1CCCO1)c1c(O)n(-c2ccccc2C)c(=O)[nH]c1=O (stereo unspecified)
  4, -8%
CCNC(=S)N1CCn2cccc2C1c1cccnc1 (stereo unspecified)
  12, -2%
Cc1cc(O)c2c(c1)OC(C)(C)C1=C2CC(C)CC1 (stereo unspecified)
  nt, ?
COC(=O)C1=C(c2ccc(F)cc2OCc2ccccc2)C[C@@H]2CC[C@H]1N2C(=O)NCCCOC(C)C
  13, i
CN1CCc2nc3sc(C#N)c(N)c3c(-c3cccs3)c2C1
  -2, i
COc1ccc(CCNCc2ccccc2)cc1
  nt, ?
COC(=O)CCCCC1SCC(NC(=O)c2ccccc2)C1Cl (stereo unspecified)
  nt, ?
ClCCOCCCl
  -6, -23%
COC1=CC=C2[C@H]3Cc4ccc(OC)c5c4[C@@]2(CCN3C)[C@H]1O5
  nt, ?
COc1ccc(CN2CCCC(C(=O)c3sccc3C)C2)cc1O (stereo unspecified)
  4, 1%

# Screens in order – S3 lipid droplet cell count max, S3 lipid droplet
O=C1/C(=C/c2cccnc2)N2CCC1CC2
  20, -10%
CCC(=O)OC1(c2ccccc2)C(C)CN(C)CC1C (stereo unspecified)
  -18, 13%
CCOC(=O)C1(c2ccccc2)CCN(CCC(=O)Nc2ccc(F)cc2)CC1
  nt, ?
CCOC(=O)C(O)(c1ccc(NC(=O)NC)cc1)C(F)(F)F (stereo unspecified)
  0, 14%
COc1ccc(C2SCC(=O)Nc3c2c(C)nn3-c2ccccc2)cc1OC (stereo unspecified)
  nt, ?
O=C(/C=C/c1ccccc1)NCCc1cnc[nH]1
  nt, ?
Nc1c2c(nc3sc4c(c13)CCCCC4)CCCC2
  nt, ?
CC(c1ccccc1)[n+]1ccccc1 (stereo unspecified)
  nt, ?
Cc1ccc(-n2c(O)c(/C=N/NC(=O)c3ccncc3)c(=O)[nH]c2=O)cc1
  -3, -5%
N#CC1=C(N)Oc2c(c(=O)oc3ccccc23)C1c1cccnc1 (stereo unspecified)
  nt, ?
CCCNC(=O)N1[C@H]2CC[C@@H]1C(C(=O)OC)=C(c1ccc(C(C)=O)cc1)C2
  nt, ?
C=CCn1c(O)c(C=NC2CCN(Cc3ccccc3)CC2)c(=O)[nH]c1=O
  11, 0%
O=C1NC(=O)N(c2ccccc2)C(=O)/C1=C\c1ccc2c3c(cccc13)CC2
  -18, -6%
CC(=O)c1cn(Cc2ccc(F)cc2)c2ccccc12
  nt, ?
CCCCn1c(NS(=O)(=O)c2ccccc2)c(C(=O)OCC)c2nc3ccccc3nc21
  nt, ?
C=CCn1c(O)c(C(C)=NCc2ccco2)c(=O)[nH]c1=O
  25, i
COc1ccccc1CC(=O)N1CCN(CCc2ccccc2)CC1
  nt, ?
O=c1[nH]c(=O)n(CCc2ccccc2)c(O)c1C=NCCN1CCNCC1
  nt, ?
Cc1cc(C)cc(N2C(=O)NC(=O)/C(=C\c3cc(C)n(C)c3C)C2=O)c1
  nt, ?
CCN1C(=O)/C(=C\c2ccc([N+](=O)[O-])s2)C(=O)NC1=S
  -8, -10%

# Screens in order – S3 lipid droplet cell count max, S3 lipid droplet
C=CCN1C(=O)NC(=O)/C(=C/c2cnc(SC)nc2)C1=O
  nt, ?
CN(C)C(=O)Oc1cccc2c(OC(=O)N(C)C)cccc12
  nt, ?
CC/C=C/CC(=O)N[C@@H](c1ccccc1)[C@@H](O)C(=O)O[C@H]1C[C@@]2(O)[C@@H](OC(=O)c3ccccc3)C3[C@](C)(C(=O)[C@H](OC(C)=O)C(=C1C)C2(C)C)[C@@H](O)C[C@H]1OC[C@@]31OC(C)=O (stereo partly specified)
  nt, ?
CCCCCCn1c(=O)c(C(=O)Nc2ncccc2C)c(O)c2ccccc21
  nt, ?
CC(C)COc1ccc(C2(C#N)CC[N+](C)(C)CC2)cc1
  nt, ?
CNCCc1nc(N)n[nH]1
  nt, ?
CCCCn1c(O)c(C(C)=NCCc2ccccc2)c(=O)[nH]c1=O
  nt, i
O=[N+]([O-])c1ccc(N2CCNCC2)cc1Sc1ccccn1
  nt, 7%
COc1cc2c(cc1OC)[C@@]13CCN4CC5=CCO[C@H]6CC(=O)N2[C@H]1[C@H]6[C@H]5C[C@H]43
  7, -10%
O=c1[nH]c(=S)n(CCC2=CCCCC2)c(O)c1C=NCCCn1ccnc1
  nt, ?

# Three structures already listed, arranged by heavy-atom count, ascending.
# Screens in order – S3 lipid droplet cell count max, S3 lipid droplet
CC1CC2(O)c3nonc3CCC2N1O (stereo unspecified)
  -1, -7%
CN(C)C(Cc1ccccc1)C(=O)c1ccc(-c2ccccc2)cc1 (stereo unspecified)
  nt, ?
COC(=O)C1=C(c2ccc(-c3ccccc3)c(F)c2)C[C@@H]2CC[C@H]1N2C(=O)NCc1ccc(F)cc1
  nt, ?

# A portion of the library (hit frequency here may not be typical).
